Bioassay records from PubChem BioAssay.
FBW7 activator = FBW7 E3 ligase activators, primary screen, biochemical, AlphaScreen, human; normalized activity (activation), % at 26.1 µM; F-box/WD repeat-containing protein 7 (Homo sapiens), Q969H0; 0.13% of 650,000 active; AlphaScreen FBW7–phospho-cyclin E peptide binding, activator screen; AID 1259310, 2017; in the data active = normalized activity above about 1.9%;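 also: purified mutant Fbw7 with reduced substrate affinity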
MITF primary = MITF inhibitors, primary screen, biochemical, AlphaScreen, human | AlphaScreen MITF homodimerization, bead proximity signal | inhibition, % at 2.6 µM | 0.91% of 650,000 active | AID 1259374, 2018; in the data active = inhibition above about 50%;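 also: 0% = vehicle wells with protein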
Target sequence (O75030 whole entry, looked up): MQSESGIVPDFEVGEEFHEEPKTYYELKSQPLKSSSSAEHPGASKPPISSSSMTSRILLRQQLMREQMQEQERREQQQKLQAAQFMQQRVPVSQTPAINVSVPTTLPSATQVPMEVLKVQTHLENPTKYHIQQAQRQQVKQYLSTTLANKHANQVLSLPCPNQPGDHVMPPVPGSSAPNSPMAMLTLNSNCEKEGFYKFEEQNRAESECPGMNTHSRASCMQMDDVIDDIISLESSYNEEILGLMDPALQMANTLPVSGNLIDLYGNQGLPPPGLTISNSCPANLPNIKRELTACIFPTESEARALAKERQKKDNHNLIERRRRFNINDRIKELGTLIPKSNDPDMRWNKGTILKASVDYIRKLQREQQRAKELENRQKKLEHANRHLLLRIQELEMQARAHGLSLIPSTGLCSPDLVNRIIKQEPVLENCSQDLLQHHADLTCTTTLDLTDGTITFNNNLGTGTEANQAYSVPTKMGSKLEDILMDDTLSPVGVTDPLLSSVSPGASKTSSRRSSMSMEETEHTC
GPR151 activ = activators of human GPR151, primary screen, cell-based, PathHunter beta-arrestin, luminescence | activation, % at 11.2 µM | G-protein coupled receptor 151 (Homo sapiens), Q8TDV0 | 1% of 650,000 active | AID 1508602, 2020 | PathHunter beta-arrestin GPR151 cells; in the data active = activation above about 4.9%;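 also: 0% = median of compound wells and 100% = cells with positive control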
Target sequence (Q8TDV0 whole entry, looked up): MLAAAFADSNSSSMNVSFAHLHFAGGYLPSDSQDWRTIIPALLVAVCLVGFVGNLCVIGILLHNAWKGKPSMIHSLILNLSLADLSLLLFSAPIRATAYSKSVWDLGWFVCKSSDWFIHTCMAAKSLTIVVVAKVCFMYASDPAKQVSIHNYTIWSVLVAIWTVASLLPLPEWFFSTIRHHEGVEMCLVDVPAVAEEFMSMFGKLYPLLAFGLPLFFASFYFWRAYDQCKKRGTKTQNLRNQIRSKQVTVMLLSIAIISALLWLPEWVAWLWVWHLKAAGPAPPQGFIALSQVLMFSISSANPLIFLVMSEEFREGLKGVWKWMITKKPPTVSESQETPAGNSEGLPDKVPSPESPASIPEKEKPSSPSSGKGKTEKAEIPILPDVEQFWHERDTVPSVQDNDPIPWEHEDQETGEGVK
TEAD-YAP block = TEAD-YAP interaction inhibition, primary screen, TEAD-YAP interaction inhibitor project, luminescence, HEK-TIYL cells; TEAD-Gal4/YAP UAS-luciferase luminescence; inhibition, % at 9.12 µM; 1.4% of 640,000 active; in the data active = inhibition above about 32%;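 also: 0% = median of test compound wells and 100% = reference inhibitor wells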
* hit, by the source's call; & = joins results of further samples. Compounds were not picked by outcome. About 3.5% of those tested had a hit in this group.

cpd | Compound | FBW7 activator | MITF primary | GPR151 activ | TEAD-YAP block
1 | CN(C)c1nc(Nc2ccc([N+](=O)[O-])cc2)nc(OCC(F)(F)F)n1 | -0.1 | -5 | -1.6 | -1
2 | Nc1ccc(C(=O)Nc2ccc3c(c2)C(=O)NC3=O)cc1 | 0.1 | 12 | -0.8 | -5
3 | COc1ccc(C2=N/C(=C\c3cc(Br)ccc3OC)C(=O)O2)c(Cl)c1 | 0.0 | 4 | 2.2 | 0
4 | Cc1ccc2c(c1)C1CN(C)CCC1N2S(=O)(=O)c1ccc(S(=O)(=O)N2CCOCC2)cc1 (configuration not stated) | -0.1 | 4 | -0.5 | 4
5 | CCCCOc1ccc(C(=O)Nc2c3c(nn2-c2cccc(Cl)c2)CS(=O)(=O)C3)cc1 | -0.2 | -3 | 1.5 | -2
6 | CC(C)(C)c1nn2cnnc2n(/N=C/c2ccccc2O)c1=O | 0.0 | 10 | 5.9* | 1
7 | CC(C)(C)c1cc(Sc2c(F)c(F)nc(N3CCCC3)c2F)cc(C(C)(C)C)c1O | -0.2 | 11 | -0.1 | 0
8 | O=c1cc(-c2ccccn2)c2ccc(OCc3ccccn3)cc2o1 | 0.0 | 9 | 0.0 | 0
9 | C=CCNC(=O)CSc1nnc(-c2ccccn2)n1-c1ccccc1Cl | -0.1 | -1 | 1.2 | -10
10 | Cc1cc(NC(=O)c2ccccc2I)nc2c1c(=O)oc1ccccc12 | -0.1 | -7 | -1.2 | 10
11 | Cn1c(=O)c2c(ncn2Cc2ccc(F)cc2)n(C)c1=O | -0.3 | 0 | -0.1 | 3
12 | O=C(CSc1n[nH]c(-c2ccccc2)n1)N(Cc1ccccc1)C1CCS(=O)(=O)C1 (configuration not stated) | 0.0 | -4 | 1.7 | 3
13 | COc1ccc(NC(=O)CC2Sc3ccccc3NC2=O)c(OC)c1 (configuration not stated) | 0.0 | 6 | 1.4 | -7
14 | COCCn1c(SCC(=O)Nc2cc(C)on2)nnc1C(C)C | 0.1 | -3 | 0.6 | 1
15 | COc1ccccc1C(=O)n1nc(NCc2cccs2)nc1NCc1cccs1 | -0.2 | 6 | 0.5 | 3
16 | COc1cccc(C(=O)OCCN(C)Cc2ccccc2)c1 | 0.2 | 11 | -1.4 | -2
17 | COc1ccc(C(=O)N(CC#N)CC#N)c(OC)c1 | -0.1 | -12 | 3.7 | -4
18 | Cc1onc(-c2ccccc2Cl)c1C(=O)Nc1cccc(O)c1 | 0.0 | -2 | -1.7 | 7
19 | O=C(Nc1nc2ccc(NC(=O)C34CC5CC(CC(C5)C3)C4)cc2s1)c1ccccc1 | 0.3 | 4 | 0.5 | 24
20 | CCCCOc1ccc(-c2nc(C=Nc3cccc(C)c3)c(O)o2)cc1 | 0.3 | 1 | 3.4 | -20
21 | CCCCC(C(=O)Nc1ccc(C)c(Cl)c1)N1C(=O)c2ccccc2C1=O (configuration not stated) | 0.0 | 6 | -0.1 | 6
22 | COc1ccccc1N1CCN(CC(=O)N(C(C)C)C(C)C)CC1 | 0.0 | -4 | 0.1 | -2
23 | COc1ccc(NC(=O)c2cnn3c(C(F)(F)F)cc(-c4ccc(F)cc4)nc23)cc1OC | 0.4 | 8 | 0.8 | -3
24 | CC(NC(=O)c1ccc(F)cc1)c1ccc(Br)cc1 (configuration not stated) | 0.1 | 10 | -1.4 | 1
25 | CCNC(=O)C(=O)Nc1ccc(Cl)cc1 | -0.1 | -5 | 0.5 | -14
26 | O=C1CC(=O)Nc2cc(S(=O)(=O)N3CCc4ccccc43)ccc2N1 | 0.0 | 6 | 1.2 | 18
27 | CCC(C)NC(=O)C(=O)NCc1ccc(Cl)cc1 (configuration not stated) | 0.4 | 12 | 1.3 | 10
28 | O=C(Nc1cccc(Cl)c1)N(Cc1nnc2n1CCCCC2)c1ccc2c(c1)OCO2 | -0.3 | 4 | 0.0 | -4
29 | Cc1cnc(C(=O)Nc2cccnc2N2CCOCC2)cn1 | -0.1 | 2 | 0.5 | -6
30 | O=C1Nc2ccccc2/C1=N\N1C(=O)C2C3c4ccccc4C(c4ccccc43)C2C1=O (configuration not stated) | -0.1 | 14 | 1.8 | -16
31 | CCCN1C(=O)CCc2cc(NS(=O)(=O)c3c(C)cc(C)cc3C)ccc21 | 0.2 | 28 | 0.3 | 30
32 | COc1cccc(C(=O)Nc2ccc(NC(=O)c3ccccn3)cn2)c1 | -0.1 | 1 | -1.5 | -35
33 | C/C(CC(=O)Nc1cccc(Cl)c1C)=N\NC(=O)Cc1ccc([N+](=O)[O-])cc1[N+](=O)[O-] | 0.1 | 5 | 1.8 | 16
34 | C/C(=N/NC(=O)c1cc(-c2cccs2)[nH]n1)c1ccc(C)cc1 | 0.0 | 5 | -0.7 | 3
35 | O=C(Cc1cccc2ccccc12)OCC(=O)c1ccc(Br)cc1 | 0.1 | 6 | 0.1 | 14
36 | CC(=O)c1ccc(OCc2cc(C(=O)NCC3(O)CCCCC3)no2)cc1 | 0.0 | -3 | 4.2 | -2
37 | CCc1nc2sc3c(c2c2nnnn12)CC(C)(C)OC3 | 0.7 | 18 | -1.1 | 6
38 | CC(C)(C)SCCNC(=O)Nc1ccccc1 | -0.2 | -9 | 0.6 | -31
39 | O=C1c2ccccc2NC(c2ccccc2)N1c1ccc(Cl)cc1 (configuration not stated) | 0.0 | -3 | 0.5 | -55
40 | CC12C=CC3(CN(Cc4ccccc4)C(=O)C3C1C(=O)NC1CCCc3ccccc31)O2 (configuration not stated) | 0.1 | -6 | 0.1 | -7
41 | C#CC(C)(CC)NS(=O)(=O)c1c(C)ccc2nsnc12 (configuration not stated) | 0.4 | 16 | -1.3 | -15
42 | NC(=S)Nc1nc2ccccc2s1 | 0.0 | 2 | -0.3 | -37
43 | N#C/C(=C\c1ccncc1)c1nnc2n1CCCCC2 | 0.0 | -1 | -0.7 | 6
44 | CCCCCCNc1nc(NCc2ccco2)nc(OCC)n1 | -0.1 | -4 | -0.6 | -5
45 | CCOCCCNC(=O)C(CC)c1ccccc1 (configuration not stated) | -0.1 | 9 | 1.2 | 0
46 | Cc1ccc(-c2nnc3sc(-c4cccnc4)nn23)cc1 | 0.5 | 3 | 0.0 | 9
47 | Cc1ccc(NC(=O)CNCCCO)c(Br)c1 | -0.2 | 33 | 1.6 | -5
48 | Cc1ccc(C2NC(=O)NC3=C2C(=O)CCC3)cc1 (configuration not stated) | 0.0 | 7 | -0.4 | 6
49 | CCOc1ccccc1NS(=O)(=O)c1ccc2[nH]c(=O)c(=O)[nH]c2c1 | 0.0 | 3 | 1.0 | 4
50 | CCCN(Cc1cccs1)C(=O)NC12CC3CC(CC(C3)C1)C2 | 0.8 | 2 | -1.3 | 18
51 | CC(C)(C)c1ccc(C(=O)NC2CCN(CC(=O)Nc3cccc(F)c3)CC2)cc1 | 0.1 | 9 | 1.9 | -8
52 | C[C@@H]1CN(CCCn2c3ccccc3c3ccccc32)C[C@H](C)N1 | -0.1&0.0 | -10&14 | 2.9&4.3 | -11
53 | CN(C)C1CCN(c2cc(-c3cn[nH]c3)ccc2NC(=O)C2COc3ccccc3O2)CC1 (configuration not stated) | -0.2 | 10 | -1.2 | 6
54 | COc1cccc(/C=N\NC(=O)c2ccc(C)nc2)c1OC | 0.1 | 3 | 0.5 | -1
55 | O=C1CC(c2c[nH]c3ccccc23)C(=O)N1 (configuration not stated) | -0.2 | -6 | -1.3 | -3
56 | CC(C)(C)c1ccc(C(=O)Oc2ccc(OC(=O)c3ccc(C(C)(C)C)cc3)cc2)cc1 | 0.0 | 4 | -0.2 | 0
57 | COc1ccc(CCNC(=O)c2oc3ccccc3c2C)cc1OC | -0.1 | -5 | 0.8 | 4
58 | N/C(=N\NC(=O)c1cccs1)c1cc2c(ccc3ccccc32)oc1=O | 0.8 | 1 | 0.6 | -6
59 | O=C(CSc1n[nH]c(=O)n1C1CC1)N1N=C(c2ccc(Cl)cc2)CC1c1ccco1 (configuration not stated) | -0.2 | 8 | -0.8 | 4
60 | COc1cc(=O)n2c(c1C(=O)N1CCOCC1)CCN(C(=O)Cc1ccccc1C)CC2 | 0.1 | 6 | -0.6 | -4

Continuation:
cpd | Compound | FBW7 activator | MITF primary | GPR151 activ | TEAD-YAP block
61 | CCN=C(NCC)SC1CC(=O)N(c2ccc(OC)cc2)C1=O (configuration not stated) | -0.2 | -3 | 0.0 | 2
62 | O=C(Cc1cc(-c2ccco2)on1)NCc1ccc(F)cc1 | 0.5 | 0 | -0.6 | 0
63 | COc1cc(C2C(=O)N(C3CCC(C)CC3)CC(=O)N2CCc2ccccc2)ccc1OC(C)C (configuration not stated) | 0.4 | 6 | -0.1 | 16
64 | Cc1ccnc2sc(C(=O)c3ccc(Br)cc3)c(N)c12 | -0.3 | -11 | 1.1 | -17
65 | O=C(c1cc(F)c(F)cc1Cl)N1CCN(c2ccc([N+](=O)[O-])c(NCc3ccco3)c2)CC1 | -0.4 | -10 | 1.9 | -2
66 | COc1cc(C)c(Cc2cnc(N)nc2N)cc1OC | 0.1 | -1 | -2.2 | 9
67 | C=CCOc1c(/C=C/c2nc(O)c([N+](=O)[O-])c(=O)[nH]2)cccc1OC | 0.0 | 10 | -1.3 | 2
68 | O=S(=O)(c1ccc(Br)cc1)N1CCC(n2nnc3ccccc32)CC1 | 0.4 | 10 | 1.3 | 9
69 | Fc1ccccc1CSc1ncnc2ccccc12 | 0.1 | 0 | 1.0 | -1
70 | Cn1c(-c2ccccc2)cccc1=O | 0.1 | 1 | 0.0 | -7
71 | CCOc1cnc(C(=O)NNC(=O)c2cc(OC)c(OC)c(OC)c2)o1 | -0.1 | 10 | 0.8 | 7
72 | COc1cccc(C2(CC(=O)N(C)Cc3ccc4nccnc4c3)CC(=O)N(C)C2=O)c1 (configuration not stated) | 1.0 | 13 | -0.2 | -49
73 | O=C(Nc1ccncc1)c1cc(Br)cs1 | -0.2 | -9 | 0.1 | -8
74 | CCOC(=O)c1cc2ncc(-c3[nH]ncc3[N+](=O)[O-])cn2n1 | 0.0 | -8 | -1.4 | -1
75 | COC(=O)c1cc(C(=O)N2CCc3ccccc32)cc([N+](=O)[O-])c1 | -0.2 | -2 | 1.0 | 2
76 | COc1ccc(CN2CCN(C3CCCC3)CC2)c(OC)c1OC | -0.1 | 52* | 0.5 | -3
77 | O=[N+]([O-])c1cccc(-c2n[nH]c(=S)n2-c2ccc(Br)cc2)c1 | 0.0 | 2 | 0.5 | 7
78 | Cc1nnc(N/N=C/c2c(F)cccc2Cl)[nH]c1=O | -0.2 | -5 | -2.0 | 4
79 | COC(c1ccccc1)c1nnc(CCC(=O)NCc2ccc(C)c(F)c2)o1 (configuration not stated) | 0.1 | -2 | -0.8 | 6
80 | CCOC(=O)C1CCN(C(=O)CCc2nc(-c3ccc(C)cc3)no2)CC1 | 0.5 | 17 | 2.1 | 11
81 | CCN(c1ccccc1)c1cc2ccccc2c(=O)[nH]1 | -0.1 | -8 | 1.3 | 4
82 | O=C(CC1C(=O)NCCN1Cc1ccc2ccccc2c1)NC1(c2ccccc2)CC1 (configuration not stated) | -0.1 | 5 | -0.4 | 0
83 | CCOC(=O)C(=CNc1cc(OC)c(Cl)cc1OC)C(=O)OCC | 0.1 | 14 | -0.5 | 6
84 | COc1ccc(CNC(=O)c2cc3c(C)nc4ccccc4c3o2)cc1 | 0.0 | 3 | 0.9 | 12
85 | O=C(CN1CCN(S(=O)(=O)c2ccc(Cl)cc2)CC1)Nc1cccc(F)c1 | 0.1 | -4 | 1.4 | -7
86 | COc1ccc(NC(=S)Nc2cnn(C)c2C(N)=O)c(OC)c1 | -0.1 | -4 | -2.0 | 1
87 | COP(=O)(CN(Cc1c(F)cc(F)cc1F)C(=S)Nc1c(C)cc(C)cc1C)OC | -0.1 | 1 | 1.5 | -2
88 | Cc1ncn(-c2ccc(Nc3nccc(/C=C/c4ccccc4)n3)cc2)n1 | 0.2 | 13 | 0.7 | -11
89 | Cc1ccc(-c2noc(-c3cc(C(C)C)[nH]n3)n2)cc1 | -0.1 | -5 | 1.5 | -91
90 | O=C(NCc1ccccc1F)c1csc2c1CCCC2 | 1.0 | 0 | -1.3 | -2
91 | CCC(C)NC(=O)C1CCC(=O)N1Cc1ccc(F)cc1 (configuration not stated) | 0.1 | 4 | 0.4 | 9
92 | O=c1c2ccccc2c(C=Nc2ccccc2O)c(O)n1-c1nccs1 | -0.1 | -1 | 1.9 | 30
93 | CCCCSc1nnc(CSc2nc(C)cc(C)n2)n1C | -0.1 | 1 | 0.3 | -5

An excerpt from above in order of number of heavy atoms, falling.
cpd | Compound | FBW7 activator | MITF primary | GPR151 activ | TEAD-YAP block
30 | O=C1Nc2ccccc2/C1=N\N1C(=O)C2C3c4ccccc4C(c4ccccc43)C2C1=O (configuration not stated) | -0.1 | 14 | 1.8 | -16
19 | O=C(Nc1nc2ccc(NC(=O)C34CC5CC(CC(C5)C3)C4)cc2s1)c1ccccc1 | 0.3 | 4 | 0.5 | 24
80 | CCOC(=O)C1CCN(C(=O)CCc2nc(-c3ccc(C)cc3)no2)CC1 | 0.5 | 17 | 2.1 | 11
26 | O=C1CC(=O)Nc2cc(S(=O)(=O)N3CCc4ccccc43)ccc2N1 | 0.0 | 6 | 1.2 | 18
34 | C/C(=N/NC(=O)c1cc(-c2cccs2)[nH]n1)c1ccc(C)cc1 | 0.0 | 5 | -0.7 | 3
2 | Nc1ccc(C(=O)Nc2ccc3c(c2)C(=O)NC3=O)cc1 | 0.1 | 12 | -0.8 | -5
43 | N#C/C(=C\c1ccncc1)c1nnc2n1CCCCC2 | 0.0 | -1 | -0.7 | 6
